TbPYK inhibitor – inhibitors of Trypanosoma brucei pyruvate kinase; Q57TT1; TbPYK enzyme, Kinase-Glo Plus ATP luminescence, 45 min; Potency, µM (titrated, usually from 76.8 µM), for the others: at the top dose activity, negative = inhibition, hits mostly inhibitors; 0.12% of 410,000 active; AID 624173; note: nearly all actives have a fitted effect of over 50% in size
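ADP (130 uM final) triggers the TbPYK reaction after compound addition; incubation is 45 min at room temperature. Kinase-Glo Plus is then added and luminescence imaged. Normalized data are fitted to concentration-effect curves.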
HCV inhibitor – inhibitors of hepatitis C virus infection; Huh7.5.1 HCVcc-Cre infection, luciferase reporter, 44 h; Potency, µM (series often up to 41.8 µM), inactives show top-dose activity change, negative = inhibition, actives largely listed as inhibitors; 3.4% of 340,000 active; AID 651820
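Cells (1,000/well) were plated 4 h before compound, then infected with HCVcc-Cre virus (~0.5 moi). After 44 h further culture, infection was read as luciferase luminescence following a 15 min substrate incubation at room temperature.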
Active calls of the source: *; ? = inconclusive; [ ] = remark or other dose. Calls come from the whole dose curve; as a rule, active = well fitted curve in the direction sought with a large enough effect; inconclusive = small, poorly fitted or top-dose-only effect, or another doubt; inactive = no such curve, though single readings can be large; an effect the other way counts as inactive or inconclusive. % is set by controls: 0 for no effect and ±100 for the full control effect; potency is the fitted concentration of half-maximal effect.

SMILES | TbPYK inhibitor | HCV inhibitor
CN1CCCC1CCOC(C)(c1ccccc1)c1ccc(Cl)cc1 (stereo unspecified) | 6.7% | -16.0%
Cc1ccc(S(=O)(=O)N(C)c2ccc(OC(=O)COc3ccccc3)cc2)cc1 | -3.6% | -13.6%
O=C(CSc1nc2ccccc2c(=O)n1-c1ccccc1F)N1CCOCC1 | 5.7% | 9.5%
O=C(C1CC(=O)N(c2ccccc2F)C1)N1CCOCC1 (stereo unspecified) | 0.6% | 6.3%
C=CC(=O)Nc1ccc(CN2C(=O)N(c3c(Cl)c(OC)cc(OC)c3Cl)Cc3cnc(NCCCCN(CC)CC)nc32)cc1 | -4.4% | ?
O=C(CN1C(=O)NC2(CCOc3ccccc32)C1=O)c1cccs1 (stereo unspecified) | 9.3% | 22.5%
C/C(CC(=O)Nc1c(Cl)cccc1C(F)(F)F)=N\NC(=O)c1cnccn1 | -0.4% | 2.2%
Cc1ccccc1C(=O)NCC(=O)c1ccccc1 | -3.3% | 0.9%
O=C1C=C(NS(=O)(=O)c2ccccc2)C(=O)c2ccccc21 | -6.5% | -6.0%
CCOc1ccc2[nH]cc(C(=O)N3CCN(C4CCCCC4)CC3)c(=O)c2c1 | -1.8% | 14.9%
CCOc1ccc(C(=O)NCC(c2cccs2)N2CCOCC2)cc1 (stereo unspecified) | 0.4% | -18.3%
COc1ccc(OC)c(NC(=O)COC(=O)CCCN=C2NS(=O)(=O)c3ccccc32)c1 | 7.4% | 9.4%

Some of the entries so far, with each value named:
SMILES: C=CC(=O)Nc1ccc(CN2C(=O)N(c3c(Cl)c(OC)cc(OC)c3Cl)Cc3cnc(NCCCCN(CC)CC)nc32)cc1
  TbPYK inhibitor = -4.4%; HCV inhibitor = ?
SMILES: CCOc1ccc2[nH]cc(C(=O)N3CCN(C4CCCCC4)CC3)c(=O)c2c1
  TbPYK inhibitor = -1.8%; HCV inhibitor = 14.9%

Further records follow:
SMILES | TbPYK inhibitor | HCV inhibitor
CC(C)(C)OC(=O)N1CCC(CC2CC(c3ccccc3)=NO2)(C(=O)O)CC1 (stereo unspecified) | 1.8% | 38.5%[activator]
COc1ccc(CCNC(=O)CSCC(=O)Nc2cc(S(C)(=O)=O)ccc2Cl)cc1 | -2.7% | 1.3%
COCC(=O)N(C)C[C@H]1N[C@@](C)(C(=O)OC)[C@H]2C(=O)N(Cc3ccccc3)C(=O)[C@@H]12 | 2.3% | -7.5%[8.37 µM]
O=C(COc1ccc(Br)cc1)NNC(=O)Cc1ccc(S(=O)(=O)N2CCOCC2)s1 | -5.1% | -2.7%
COc1cc(C(CCN2CCOCC2)c2c(OC)cc(OC)c3c(-c4ccccc4)cc(=O)oc23)cc(OC)c1OC (stereo unspecified) | 2.6% | ?
O=C(COC(=O)c1cccnc1Cl)NC1CCCc2ccccc21 (stereo unspecified) | 0.0% | 10.5%
CS(=O)(=O)c1ccc(NS(=O)(=O)c2ccc(Cl)c(C(=O)NC3=NCCS3)c2)cc1 | -1.7% | 12.6%
Cc1ccnc(NC(=O)c2cccc(NC(=O)c3ccc(Cl)c(Cl)c3)c2)c1 | -14.9% | ?
Nc1ccccc1N1C(=O)c2cccc3cccc(c23)C1=O | -0.1% | -20.4%
O=C(O)CCC1(C(=O)O)CCC(=O)c2ccccc21 (stereo unspecified) | 5.8% | 26.7%
COc1ccc(C=NNC(=O)CCCC(=O)NN=Cc2ccc(OC)c(OC)c2)cc1OC | -1.6% | 34.1%[activator]
CC1=C2CCC3C(CCC4=CC(=O)CCC43C)C2CC1 (stereo unspecified) | -1.9% | -15.9%
Clc1ccc2c(SCC3CO3)c3ccccc3nc2c1 (stereo unspecified) | -19.9% | ?
COc1ccc(C)cc1NC(=O)CSc1cccc[n+]1[O-] | -3.6% | 20.4%
COC(=O)C1=C(C)N(CCCC(=O)O)C(=O)NC1c1ccccc1Cl (stereo unspecified) | -2.1% | 24.3%
NC(=O)c1nc[nH]c1C(=O)Nc1cccc(NC(=O)c2cccc(C(F)(F)F)c2)c1 | -0.7% | 1.8%
CC1C(c2cccs2)=[N+]([O-])C(C)(C(=O)c2ccc(F)cc2)N1O (stereo unspecified) | -8.6% | -18.8%
C=CCOc1ccc2c3c(c(=O)oc2c1)CCCC3 | -17.5% | ?
COc1ccc(S(=O)(=O)N(C)C[C@H]2Oc3ccc(NC(=O)Nc4ccc5c(c4)OCO5)cc3CC(=O)N([C@@H](C)CO)C[C@@H]2C)cc1 | -2.7% | -24.3%
O=C(CCN1CCC2CCC(C2)C1)c1ccc(F)cc1 (stereo unspecified) | -5.9% | -3.5%
CCOC(=O)NC1CCc2cc(OC)c(OC)c(OC)c2-c2ccc(OC)c(=O)cc21 (stereo unspecified) | -2.4% | -36.4%
COc1cc2sc3ccc(-c4ccc(N(C)C)nc4)cc3c(=O)c2cc1OC | 2.2% | ?
COc1cc(C)c(C2NC(=O)c3ccccc3N2)cc1C (stereo unspecified) | -8.3% | ?
O=C(Cc1cccc(NC(=O)C2CCCN(C(=O)C3CCCCC3)C2)c1)Nc1ccc(C(=O)N2CCOCC2)cc1 (stereo unspecified) | -1.5% | 2.9%[8.37 µM]
O=S(=O)(O)c1cc(O)c(N=Nc2ccc(O)cc2O)c2ccccc12 | ? | -4.3%
O=C(C[C@H]1C[C@H](C(=O)N2CCOCC2)[C@@]2(CCC3CCCC3)c3[nH]c4ccc(Cl)cc4c3CCN2C1=O)NCc1ccco1 | -6.5% | 43.8%[activator]
O=C(OCc1cc(Cl)cc2c1OCOC2)c1cccnc1Cl | 1.7% | ?
Fc1ccc2cc(-c3cccnc3)ncc2c1 | 2.8% | -10.3%
O=C(Cc1ccccc1)NCc1nc2ccccc2[nH]1 | -2.2% | 6.6%
CCN1C[C@@H]2[C@@H]3C(=O)N(Cc4ccccc4)C(=O)[C@@H]3[C@](C)(C1=O)N2C(=O)c1ccccc1 | 1.6% | 7.8%
Cc1cnc(C=NNC(N)=S)c2cccc(N)c12 | -4.0% | ?
CC(=O)c1ccc(N(CC(=O)Nc2cc(C)on2)S(=O)(=O)c2ccc(C)cc2)cc1 | -0.6% | ?
CCN1C(=O)[C@H]2[C@H]3CN=C(SCc4ccccc4)N3[C@@](CC)(C(=O)OC)[C@H]2C1=O | -2.1% | 17.8%
CN(C(=O)c1cccc(NC(=O)Cc2cccc(NC(=O)C3CCCN(C(=O)C4CCCC4)C3)c2)c1)C1CC1 (stereo unspecified) | 0.5% | -10.9%
O=C(O)c1cccc2c1-c1ccc(Cl)cc1C2 | 4.4% | 2.3%
COc1ccc(-c2c(C#N)c(N)nc3c2c(=O)n(C)c(=O)n3C)cc1Cl | -7.2% | -23.0%

A few values from the entries so far:
CN(C(=O)c1cccc(NC(=O)Cc2cccc(NC(=O)C3CCCN(C(=O)C4CCCC4)C3)c2)c1)C1CC1 (stereo unspecified) in TbPYK inhibitor is listed with 0.5%
Cc1cnc(C=NNC(N)=S)c2cccc(N)c12 in TbPYK inhibitor is listed with -4.0%

(next part)
SMILES | TbPYK inhibitor | HCV inhibitor
COc1ccc(NC(=O)COC(=O)Cc2c[nH]c3ccccc23)cc1Cl | -2.3% | -5.3%
CCN(CC)S(=O)(=O)c1cc(NC(=O)CCc2c(C)noc2C)ccc1C | 8.9% | ?
Nc1ccc(N=Nc2ccccc2O)c(N)c1 | -22.0% | -15.7%
Cc1ncc([N+](=O)[O-])n1S(=O)(=O)c1ccc2c(c1)OCCO2 | -11.1% | 6.0%
O=S(=O)(CCNCc1ccccc1)NC1CCCCC1 | -0.4% | 15.7%
CCOC(=O)C1=C(C)N(C[C@@H]2CC[C@@H](Cc3ccc(-c4ccccc4)cc3)O2)C(=O)NC1c1cccc([N+](=O)[O-])c1 (stereo partly specified) | -4.5% | ?
Cn1c(N)c(C(=O)COC(=O)Cc2ccc(Cl)c(Cl)c2)c(=O)n(C)c1=O | 0.0% | 0.2%
COc1ccc(S(=O)(=O)N2CCOCC2)cc1NC(=O)CSc1nnc2n1CCCCC2 | -2.0% | 12.7%
CCOC(=O)C1=C(C)c2ccccc2N(C(=O)OC)C1(C)C(=O)OCC (stereo unspecified) | ? | -23.1%
C#CCN1C=C(C(=O)OCC)C(C)NS1(=O)=O (stereo unspecified) | 5.1% | 5.7%
NC(=O)c1ccsc1NC(=O)COC(=O)c1cccnc1Cl | 2.3% | -21.5%
COCCOC(=O)c1c(C)oc2ccc(O)c(CN3CCC(C)CC3)c12 (tested in a mixture with another compound) | 2.2% | -17.8%
Cc1ccc(NS(=O)(=O)c2ccc(C)c(C(=O)Nc3ccc(S(=O)(=O)Nc4onc(C)c4C)cc3)c2)cc1 | -8.6% | 32.5%[activator]
COc1ccc(CCN2CCC(CN3C(=S)NC[C@@H]3CC(C)C)CC2)cc1OC | 3.3% | -9.8%
CC(NC(=O)C1CCCC1)c1ccccc1 (stereo unspecified) | -0.6% | 5.4%
CCOc1ccc(-c2cc(C(=O)N3CCC4(CC3)OCCO4)c3ccccc3n2)cc1 | 0.7% | -1.3%
C=CCn1c(=O)n(C)c2c(=O)n(C)c(=O)n(C)c21 | 0.7% | 12.5%
Cn1c(=O)c2c(ncn2CC(=O)OCC(=O)Nc2cc(Cl)ccc2C#N)n(C)c1=O | 0.0% | 11.7%
COc1ccc(CCNCc2ccc(-c3ccccc3)cc2)cc1OC | -6.1% | ?
O=C(Nc1cccc(C(F)(F)F)c1)OCc1ccncc1 | -2.0% | -9.6%
CN1C[C@@H]2[C@@H]3C(=O)N(Cc4ccccc4)C(=O)[C@@H]3[C@](C)(C1=O)N2C(=O)c1ccc(F)cc1 | -2.6% | 13.8%
CSC(=Nc1ccccc1)N=C(SCc1ccccc1)N(C)C | -9.0% | ?
Cc1ccc2nc(SCC(=O)NC3CCS(=O)(=O)C3)[nH]c2c1 (stereo unspecified) | 0.0% | 13.6%
CC(C)(C)OC(=O)[C@H](Cc1ccccc1)NC(=O)c1nc[nH]c1C(=O)N1CCNCC1 | -2.3% | 17.1%

Reprinted at random: three entries already listed.
SMILES | TbPYK inhibitor | HCV inhibitor
COc1cc(C)c(C2NC(=O)c3ccccc3N2)cc1C (stereo unspecified) | -8.3% | ?
Cc1ccc2nc(SCC(=O)NC3CCS(=O)(=O)C3)[nH]c2c1 (stereo unspecified) | 0.0% | 13.6%
O=C(O)CCC1(C(=O)O)CCC(=O)c2ccccc21 (stereo unspecified) | 5.8% | 26.7%

(more compounds)
SMILES | TbPYK inhibitor | HCV inhibitor
COc1ccc(NC(=O)CN(c2ccccc2OC)S(=O)(=O)c2cccs2)cc1Cl | 1.8% | ?
COc1cc(/C=N/NC(=O)CNS(=O)(=O)c2ccc(C)cc2)cc(OC)c1OC | 2.3% | 0.9%
CC(OC(=O)c1ccc2c(c1)NC(=O)CS2)C(=O)c1ccc(F)cc1 (stereo unspecified) | -5.6% | 2.8%
Cc1cc(-c2ccc([N+](=O)[O-])cc2)cc(C)n1 | -4.8% | -24.2%
Nc1nonc1-n1nnc(C(=O)N/N=C/c2ccccc2F)c1CN1CCOCC1 | -1.3% | 4.4%
C=C1C(=O)C2=CC1CCC(=O)C1(C)CCC(OC(C)=O)C(C)(C)C1CC2O (stereo unspecified) | 6.0% | 11.2µM*
CCOC(=O)C1CCCN(S(=O)(=O)NC[C@H]2O[C@@H](n3cnc4c(N)ncnc43)[C@H](O)[C@@H]2O)C1 (stereo partly specified) | 1.6% | 4.7%
CCCOc1ccc(C2/C(=C(/O)c3ccccc3)C(=O)C(=O)N2CCCN(C)C)cc1OC (stereo unspecified) | 2.4% | 16.7%
COc1ccc2c(=O)c3c(=O)n(Cc4ccccc4)c(C(C)C)nc3oc2c1 | 2.1% | -10.6%
CCN(C(=O)COC(=O)/C=C/c1ccc2c(c1)OCO2)c1c(N)n(Cc2ccccc2)c(=O)[nH]c1=O | -7.2% | -11.6%
Cc1ccc(NC(=O)c2ccc(F)cc2F)cc1 | -7.8% | 0.7%
CCOC(=O)c1ccc(C(=O)NNC(=O)C2CC=CCC2)cc1 (stereo unspecified) | -5.4% | 10.4%
CCOC(=O)C[C@H]1c2ccccc2S(=O)(=O)N1C1CC1 | -5.2% | 10.9%
COc1cc(-c2cccc([C@H]3[C@@H]4C=CC[C@@H](C)[C@@H]4C(=O)N3Cc3ccccc3)c2)cc(OC)c1OC | 3.8% | 10µM*
Cc1ccc(/C=N/NC(=O)CC2N=C(Cc3ccccc3)NNC2=O)cc1 (stereo unspecified) | -14.2% | 9.3%
O=C(CN1C(=O)NC2(CCCCCC2)C1=O)NCc1ccccc1Cl | -2.1% | 4.5%
Cc1cc(=O)c(C(=O)Nc2ccc(N3CCOCC3)cc2N2CCOCC2)nn1-c1ccccc1Cl | 4.2% | -0.4%
Cc1sc2nc(SCC(=O)Nc3cccc(S(N)(=O)=O)c3)[nH]c(=O)c2c1C | -25.0% | -16.4%
C/C(=C\C(=O)c1ccc(Br)cc1)NNC(=O)c1ccccc1 | -26.1% | -83.5%
Cc1ccc(S(=O)(=O)N(C)CC(=O)OCC(=O)NCCc2ccc(S(N)(=O)=O)cc2)cc1 | -19.9% | 36.4%[activator]
NS(=O)(=O)c1ccc(CCNC(=S)NC(=O)c2ccccc2Br)cc1 | -1.2% | -5.3%
Cn1cnc([N+](=O)[O-])c1Sc1nc(N)nc2c1ncn2Cc1ccccc1 | -0.1% | ?
Cc1cc(NC(=O)CSCC(=O)OCc2nnc(-c3ccc(F)cc3)o2)no1 | 4.5% | 5.1%
CC(=O)c1ccc(OC(=O)Oc2ccc(C(C)=O)cc2)cc1 | -0.5% | 23.4%
CC(C(=O)OCC(=O)Nc1ccc(S(N)(=O)=O)cc1)N1C(=O)c2ccccc2C1=O (stereo unspecified) | 1.6% | 1.4%

Compound activity from PubChem.

This is a subset; rates above refer to the full screens.
